High-throughput results: PubChem BioAssay, National Center for Advancing Translational Sciences (NCATS)
HT1080 IDH1KD tx = toxicity to HT-1080 IDH1 knockdown cells (counter line). HT-1080 IDH1 knockdown viability, ATP luminescence, 48 h. Potency, µM (series often up to 46.1 µM), for the others: at the highest dose activity, negative = toxicity, hits mostly cytotoxic. 2% of 360,000 active. AID 686971;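 note: potency is the fitted concentration of half-maximal effect; 0% = DMSO wells and -100% = cell-free medium wells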
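Luminescent ATP read-out (CellTiter-Glo, 10 min at room temperature) after 48 h compound exposure at 37 °C gave viability of IDH1-knockdown HT-1080 cells. Activity was normalised to DMSO and cell-free wells, then fitted as concentration-response curves.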
DRD3 agonist = D3 dopamine receptor (human) agonism; P35462; D3R DiscoveRx beta-arrestin cells, luminescence, 90 min; max activation, %; 0.58% of 410,000 active; in the data active = max activation above about 30%; note: 0% is about no effect; mostly tested at two doses, the higher about 12 µM
Target sequence (P35462 whole entry, looked up): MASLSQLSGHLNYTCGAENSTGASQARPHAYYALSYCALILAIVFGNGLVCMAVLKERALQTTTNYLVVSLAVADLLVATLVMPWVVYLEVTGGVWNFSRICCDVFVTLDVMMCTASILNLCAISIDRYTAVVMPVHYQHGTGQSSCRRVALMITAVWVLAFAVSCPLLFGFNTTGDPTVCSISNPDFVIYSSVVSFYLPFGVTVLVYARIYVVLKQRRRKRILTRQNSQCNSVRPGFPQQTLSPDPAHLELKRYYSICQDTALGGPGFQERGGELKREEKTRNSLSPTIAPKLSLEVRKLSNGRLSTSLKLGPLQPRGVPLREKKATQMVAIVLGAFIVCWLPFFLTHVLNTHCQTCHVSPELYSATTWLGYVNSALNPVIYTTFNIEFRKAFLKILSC
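Cells at 1500/well, incubated overnight, then treated with pinned compounds (dopamine as control) for 90 min at 37 degrees C. DiscoveRx reagent added for 30 - 60 minutes at room temperature; luminescence read.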
SW480 rerep = induces DNA re-replication in SW480 colon adenocarcinoma cells; SW480 DNA re-replication, Hoechst DNA content imaging, 48 h; Potency, µM (titrated, usually from 46.1 µM), for the others: at the top dose re-replication activation, actives largely listed as activators; 1.8% of 340,000 active; note: potency is the fitted concentration of half-maximal effect; % of control where 0% means no effect; nearly all actives have a fitted effect of over 55% in size
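Per well, 250 cells were exposed to pinned compound for 48 hr. Nuclear DNA was visualised with Hoechst (40 min, 37 C) and total object intensity recorded by fluorescence scanning.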
MCF10A rereplic = inducers of DNA re-replication in MCF 10A breast cells; MCF 10A DNA re-replication, Hoechst nuclear intensity, 48 h; Potency, µM (series often up to 46.1 µM), without a hit: at the top dose activity, positive = re-replication, most hits filed as activators; 2.9% of 350,000 active; note: potency is the fitted concentration of half-maximal effect; % of control where 0% means no effect; nearly all actives have a fitted effect of over 50% in size
IL-1B inflam inh = inflammasome signaling inhibition, IL-1 beta readout | THP-1 LPS/ATP IL-1B secretion, AlphaLISA, 16 h; hits give low values | activity change, % at 57.5 µM | 4.7% of 360,000 active | AID 743279; in the data active = activity change below about -50%; inconclusive = mostly about -30% to -49%; note: % is set by controls: 0 for no effect and ±100 for the full control effect
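Secreted IL-1B measured by AlphaLISA bead assay after 16 h compound exposure of THP-1 cells; compounds (final up to 57.5 uM) added 1 h before LPS (250 ng/mL) and ATP (1.25 mM) stimulation; lower signal means less secretion.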
HEK293 tox = cytotoxicity in counter-screen for GLP-1R inverse agonists. HEK293 cAMP-luciferase reporter cells, luminescence, 24 h. Potency, µM (titrated, usually from 38.3 µM), without a hit: top-dose activity change, negative = inhibition, most hits filed as inhibitors. 0.13% of 410,000 active. AID 624418;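 note: loss of luciferase light is scored as toxicity; potency is the fitted concentration of half-maximal effect; % is set by controls: 0 for no effect and ±100 for the full control effect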
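Quantitative HTS format, 1536 wells, 200 cells/uL seeded. Compounds: 23 nL, 24 h, 37 °C. Detection: luciferase reagent, luminescence at 12 min RT; decreased signal taken as cytotoxic.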
KB-V1 MDR tox = kills drug-selected multidrug resistant KB-V1 cells | Potency, µM (doses to about 46.1 µM), for the others: at the highest dose activity change, negative = cytotoxicity, hits mostly cytotoxic | 3.4% of 400,000 active | AID 1347076 | KB-V1 MDR cells viability, CellTiter-Glo, 72 h; note: potency is the fitted concentration of half-maximal effect; % is set by controls: 0 for no effect and ±100 for the full control effect; nearly all actives have a fitted effect of over 60% in size
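Cells of the MDR subline KB-V1 are plated, dosed with compound at multiple concentrations, and incubated 72 h at 37 degrees C; CellTiter-Glo is then added and luminescence read after 10 min.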
HT1080NT lethal = kills 2HG-producing HT-1080-NT fibrosarcoma cells. Potency, µM (doses to about 46.1 µM), without a hit: top-dose activity, negative = less viability, usual class: cytotoxic. HT-1080-NT fibrosarcoma viability, CellTiter-Glo ATP luminescence, 48 h. 1.6% of 360,000 active;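 note: NT is the 2HG producing partner of a matched IDH1 knockdown line; potency is the fitted concentration of half-maximal effect; 0% = DMSO-treated cells and -100% = media-only wells without cells; nearly all actives have a fitted effect of over 55% in size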
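HT-1080-NT fibrosarcoma cells (2HG-overproducing), 750 cells/well in RPMI with 5% FBS, dosed after 2 h and incubated 48 h at 37C. CellTiter-Glo luminescence normalized to DMSO and no-cell wells; concentration-response curves fitted and classed.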
KB-3-1 tox = kills parental KB-3-1 adenocarcinoma cells; KB-3-1 viability, CellTiter-Glo ATP luminescence, 72 h; Potency, µM (top dose mostly 46.1 µM), for the others: at the highest dose activity change, negative = cytotoxic, hits mostly cytotoxic; 1.4% of 400,000 active; AID 1347075; note: potency is the fitted concentration of half-maximal effect; % is set by controls: 0 for no effect and ±100 for the full control effect; nearly all actives have a fitted effect of over 60% in size
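Parental KB-3-1 viability, qHTS format: 72 h compound exposure, 37 °C; CellTiter-Glo; media-only wells and DMSO plates as controls; concentration-effect fits on corrected data.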
An asterisk follows results filed as active; ? = inconclusive; / = no result given; [ ] = dose if it differs, or a comment. Unless noted, calls come from the whole dose curve; as a rule, active = well fitted curve in the direction sought with a large enough effect; inconclusive = small, poorly fitted or top-dose-only effect, or another doubt; inactive = no such curve, though single readings can be large; an effect the other way counts as inactive or inconclusive.

cpd | SMILES | IL-1B inflam inh | SW480 rerep | HT1080 IDH1KD tx | KB-V1 MDR tox | KB-3-1 tox | HEK293 tox | DRD3 agonist | HT1080NT lethal | MCF10A rereplic
1 | CCOc1ccc(C(=O)NCc2ccco2)cc1Cl | -26.7 | 0.2% | -9.8% | -8.4% | 2.9% | -1.0% | 1.7 | 3.3% | -14.8%
2 | COC(=O)c1c(NC(=O)c2ccccc2OC)sc(C(=O)N2CCOCC2)c1C | -60.5* | 11.2% | 8.6% | -14.6% | ? | 3.9% | 2.9 | 4.8% | ?
3 | COc1cccc(CC2(CO)CCCN(Cc3[nH]c4ccc(C)cc4c3C)C2)c1 (stereo not drawn) | 0.0 | ? | ? | ? | ? | ? | -1.6 | ? | 3.26µM*
4 | Nc1nncn1C(=O)c1ccccc1Cl | 4.6 | -4.9% | -3.4% | -0.2% | -11.7% | 1.2% | -21.1 | -6.0% | ?
5 | COc1ccc(C2CC(c3ccccc3)=NN2C(=O)COC(=O)c2nc3nccc(C)n3n2)cc1 (stereo not drawn) | -1.2 | 8.2% | 10.5% | 5.8% | 18.5% | -1.8% | 0.0 | 0.4% | -12.4%
6 | N#CC1(NC(=O)COc2ccc(S(=O)(=O)N3CCCC3)cc2[N+](=O)[O-])CCCCC1 | 0.4 | -30.8% | -18.9% | ? | -27.0% | -3.7% | 13.5 | -18.2% | -14.2%
7 | CCCC(C(=O)NCC1CCCO1)N(Cc1ccco1)C(=O)CNS(=O)(=O)c1ccc(F)cc1 (stereo not drawn) | 4.8 | 2.9% | 11.6% | 6.9% | 6.2% | -16.6% | -3.3 | 10.8% | -10.2%
8 | Cc1ccc(C(C)(C)NC(=O)C2CCC(=O)N(Cc3ccccc3F)C2)cc1 (stereo not drawn) | 15.0 | -0.7% | 7.6% | ? | 22.8% | -3.2% | 3.2 | 2.5% | 0.6%
9 | COc1ccc(OC)c(NC(=O)COc2ccc(S(=O)(=O)N3CCCC3)cc2)c1 | 11.2 | -19.6% | 2.3% | ? | 0.1% | 11.5% | 6.7 | -6.8% | -0.5%
10 | COc1ccc(CCNC(=O)c2cnn(-c3cccc(C)c3)c2C2CCN(C(=O)OC(C)(C)C)CC2)cc1OC | / | / | / | 21.0% | -11.4% | 1.4% | -5.6 | / | /
11 | Cc1cc(C)c(OCC(=O)OCC(=O)NC2CCC(C)CC2)c(C)c1 (stereo not drawn) | 7.6 | -1.7% | 14.1% | 0.0% | 7.0% | -1.8% | 5.1 | 16.6% | -0.2%
12 | COc1cccc(NS(=O)(=O)c2cc(C)sc2C)c1 | 5.1 | -1.1% | 9.6% | -3.4% | -6.8% | -15.4% | 7.7 | 0.2% | 2.5%
13 | Cc1ccccc1C(=O)NC(NC(=S)Nc1ccc(S(N)(=O)=O)cc1)C(Cl)(Cl)Cl (stereo not drawn) | -27.0 | -9.0% | -8.8% | -1.7% | 20.1% | -15.2% | -2.0 | 9.6% | -0.3%
14 | CN(C)CCNC(=O)NC(=O)c1ccc(Cl)cc1 | 9.5 | -1.8% | 7.3% | 28.6% | -1.7% | 12.1% | -2.8 | 15.9% | -5.9%
15 | Cc1ccc(Cl)cc1NC(=O)COC(=O)CC(C)(C)CC1=NS(=O)(=O)c2ccccc2N1 | / | / | / | ? | 5.8% | -8.7% | -1.7 | / | /
16 | COc1cc(CN2CCCCCC2)cc(OC)c1O | -1.2 | -2.6% | -1.8% | -0.9% | -3.2% | 5.5% | -2.7 | -11.8% | 4.3%
17 | COc1cc(C(=O)OCC(=O)NC2CC2)cc(OC)c1OC | 7.3 | -34.9%[inhibitor] | -12.7% | 0.0% | 0.3% | -9.4% | -1.1 | -2.4%[9.24 µM] | 4.8%
18 | C=C(C)CNC(=S)Nc1cccc(S(=O)(=O)NC2=NCCC2)c1 | 15.0 | 0.3% | 0.1% | ? | 14.8% | -6.4% | -5.4 | 4.1% | 1.3%
19 | Cc1ccc(CNCc2ccccc2Cl)cc1 | -6.1 | -2.6% | 3.5% | 12.5% | 2.5% | 25.3% | -13.4 | 13.8% | 1.8%
20 | O=C(Cc1ccc(S(=O)(=O)N2CCOCC2)s1)N1CCN(c2ccc(C(F)(F)F)cc2[N+](=O)[O-])CC1 | ? | -3.8% | -3.8% | -7.0% | -17.8% | -26.5% | 2.8 | -23.4% | 11.3%
21 | Cc1ccc(C(=O)OCC(=O)NCc2ccc(Cl)cc2)s1 | -2.9 | / | -7.7% | 30.0% | -1.0% | -6.6% | -4.0 | -7.5% | /
22 | COc1ccc(S(=O)(=O)NCC(=O)NC2CC2)cc1OC | -15.1 | 15.0% | 10.3% | ? | 0.7% | ? | -10.6 | 17.8% | -0.6%
23 | CCN(CC)C(=O)c1sc2c(c1C)c(=O)n(Cc1ccccc1)c(=O)n2Cc1cc(C)ccc1C | / | / | / | -14.2% | -20.8% | -5.6% | -1.3 | / | /
24 | Brc1cnc(N2CCOCC2)nc1N1CCCCC1 | 11.5 | -8.6% | 1.7% | ? | -28.0% | -7.0% | 2.7 | 9.8% | ?
25 | Cc1ccc(N(Cc2cccs2)C(=O)COc2cccc(C)c2)cc1 | / | / | / | ? | ? | 4.8% | 0.0 | / | /
26 | CCOC(=O)CNC(=O)CSc1nc(C)cc(C)c1C#N | -7.4 | -1.8% | 3.0% | 16.1% | 9.0% | -11.4% | -1.0 | 18.2% | -0.5%
27 | Cc1ccc(C)c(N2CCN(C(=O)c3ccc(-c4nc(COc5ccccc5)c(C)o4)cc3)CC2)c1 | / | / | / | -23.7% | -14.7% | -0.5% | 5.6 | / | /
28 | COCCNC(=O)c1cnn(-c2ccc(C)cc2C)c1C1CCN(C(=O)OC(C)(C)C)CC1 | / | / | / | 19.9% | 0.5% | -12.2% | 6.7 | / | /
29 | Cc1ccc(S(=O)(=O)N(CCCO)CC(O)CON=C2c3ccccc3-c3ccccc32)cc1 (stereo not drawn) | ? | ? | -21.7% | ? | ? | ? | 6.8 | -11.5% | 18.4µM*
30 | CCOC(=O)C1(CCOc2ccccc2)CCN(Cc2cc(OC)c3c(c2)OCO3)CC1 | -60.5* | ? | 18.4µM* | -15.9% | ? | -22.0% | -6.4 | 18.4µM* | ?
31 | Cc1ccccc1CC(=O)N1CCCC1 | 0.8 | -2.3% | 0.4% | 16.4% | -1.2% | 2.2% | 5.5 | -3.4% | -1.0%
32 | CCCCOc1ccc(C(=O)Oc2cc(C)[nH]c(=O)c2[N+](=O)[O-])cc1 | 5.8 | -0.2% | 4.8% | 3.7% | 2.2% | -26.8% | 1.8 | 5.8% | 18.0%
33 | CCOC(=O)C1(Cc2cccc(OC)c2)CCN(Cc2cccnc2)CC1 | 11.2 | -29.7% | -14.5% | -29.5% | -8.0% | -2.3% | -17.3 | -16.7% | -12.2%
34 | CN(Cc1ccc(Cl)s1)C(=O)CNC(=O)CNC(=O)c1ccc(Cl)cc1Cl | ? | 41.6% | -1.4% | -6.2% | 9.0% | 0.2% | -1.0 | 0.7% | 11.9%
35 | COc1ccc(NS(=O)(=O)c2cc3c(cc2C)N(C)CCO3)c(OC)c1 | 23.4 | -2.4% | 0.9% | -22.8% | 0.0% | 4.6% | 0.3 | 6.5% | 12.4%
36 | COC(=O)c1cc(=O)nc2sc(-c3ccc(F)cc3)nn12 | -6.2 | 7.8% | -13.9% | -1.7% | -1.6% | 2.0% | -3.7 | -5.2% | -2.2%
37 | O=Cc1ccc(-c2cc(Cl)ccc2Cl)[nH]1 | -18.5 | 7.8% | 7.5% | 2.7% | 1.5% | 14.1% | 1.8 | -6.5% | -5.1%
38 | O=C(CCC(=O)NC1CCCCC1)N/N=C/c1ccncc1 | -1.3 | -4.3% | -13.8% | -2.1% | 4.3% | 0.2% | -2.6 | -2.1% | 4.5%
39 | O=C(O)c1c(-c2ccccc2)nnc2ccccc12 | 16.0 | ? | 10.0% | 65.8% | 13.5% | 3.7% | -2.1 | -0.4% | 13.2%
40 | COc1ccc(-c2cc(C(=O)NCC3CCCO3)c3ccccc3n2)cc1 (stereo not drawn) | 5.6 | -10.1% | -1.4% | -13.9% | -1.3% | 7.1% | 5.0 | 4.1% | -14.7%
41 | CC(C)OC(=O)/C=C1\C[C@@H](c2ccccc2C(F)(F)F)O[C@@H](c2ccccc2C(F)(F)F)O1 | 29.3 | / | 9.2% | -24.1% | ? | 7.5% | -21.0 | 18.3% | /
42 | O=C(c1ccc(Cn2cnnn2)cc1)N1CCCC(Nc2ccc(F)cc2)C1 (stereo not drawn) | 20.7 | -1.4% | -5.1% | -3.2% | 3.6% | 5.4% | 0.1 | 4.2% | ?
43 | O=C(COC(=O)c1cnccn1)Nc1ccc2c(c1)OCO2 | 9.6 | -0.8% | 2.5% | 26.0% | 2.5% | 4.5% | -2.6 | 1.3% | 4.0%
44 | O=C(Cc1cccc(NC(=O)C2CCN(C(=O)c3ccccc3)CC2)c1)Nc1cccc(C(=O)N2CCOCC2)c1 | 1.1 | 14.2%[9.22 µM] | 5.9% | ? | 14.5% | -3.6% | 1.7 | 13.3% | ?
45 | CC(NC(=S)Nc1ccc(Cl)cc1)C(c1ccccc1)N1CCOCC1 (stereo not drawn) | 25.3 | -6.8% | -0.9% | 1.9% | 5.1% | ? | 3.9 | -7.1% | 15.6%
46 | COc1cc(C(C2=C(O)CC(C)(C)CC2=O)C2C(=O)CC(C)(C)CC2=O)cc(OC)c1OC (stereo not drawn) | 15.7 | -1.3% | -9.6% | -23.4% | 9.7% | 3.5%[7.66 µM] | -1.1 | -1.7% | 0.3%
47 | CC(=O)Nc1ccc(NC(=O)CSc2nnc(-c3cccs3)n2C)cc1 | 1.1 | -0.2% | 2.0% | -2.3% | 8.6% | -5.3% | 1.1 | 15.6% | -1.1%
